# Screens deposited in PubChem by Sanford-Burnham Center for Chemical Genomics.
# CCR6 antag = CCR6 (human) receptor antagonism | 340,000 compounds, 0.49% hits | P51684 | AID 493098 | CHO-K1 CCR6 PathHunter beta-arrestin, luminescence, CCL20-stimulated | inhibition, % at 20 µM;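 active = compounds whose inhibition of the agonist-driven luminescence signal at 20 µM reaches about 50%, limit read from the data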;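 note: cells stimulated with CCL20 at 14 nM final; plate controls were DMSO with CCL20 for no effect and DMSO without agonist for full effect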
# EBI2 antag = antagonists of human EBI2 receptor; EBI2 beta-arrestin recruitment, luminescence, 7a,25-OHC stimulated; 360,000 compounds, 0.81% hits; AID 651636; inhibition, % at 5 µM; in the data active = inhibition above about 38%;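 note: enzyme fragment complementation signal reports receptor beta-arrestin coupling in cells; 0% = agonist plus DMSO wells and 100% = wells without agonist; some results beyond the cut were filed as inactive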
# Target sequence (P32249 whole entry, looked up, the tested form may be a part): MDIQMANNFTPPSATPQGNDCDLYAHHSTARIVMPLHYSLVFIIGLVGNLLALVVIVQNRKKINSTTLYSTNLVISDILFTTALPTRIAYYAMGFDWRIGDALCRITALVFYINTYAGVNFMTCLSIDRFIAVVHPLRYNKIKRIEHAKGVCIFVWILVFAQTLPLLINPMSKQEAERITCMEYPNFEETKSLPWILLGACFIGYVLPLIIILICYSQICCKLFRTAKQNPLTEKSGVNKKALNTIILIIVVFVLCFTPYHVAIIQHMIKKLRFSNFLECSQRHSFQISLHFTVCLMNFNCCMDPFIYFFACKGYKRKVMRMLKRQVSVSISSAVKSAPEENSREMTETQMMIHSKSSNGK
# GRIN3A LBD mod = NR3A (human) ligand-binding domain modulation | AID 1259313 | 340,000 compounds, 2.5% hits | NR3A LBD differential scanning fluorimetry, Tm shift; 0% = protein alone, 100% = glycine-bound protein | Tm shift relative to glycine control, % at 25 µM;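 active = melting temperature shift of at least 10% of the positive control shift, at one fixed dose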
# A3A deaminase = human APOBEC3A DNA deaminase inhibition; P31941; recombinant A3A, FAM/TAMRA ssDNA deamination fluorescence; inhibition, % at 20 µM; 330,000 compounds, 0.41% hits; AID 493011;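 active = at least 40% inhibition at 20 µM here, with at most 30% in a related deaminase screen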;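 note: plate controls were A3A with DMSO for no effect and wells lacking A3A enzyme for full effect; some results filed as inactive read as strong as hits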
# Target sequence (P31941 whole entry, looked up): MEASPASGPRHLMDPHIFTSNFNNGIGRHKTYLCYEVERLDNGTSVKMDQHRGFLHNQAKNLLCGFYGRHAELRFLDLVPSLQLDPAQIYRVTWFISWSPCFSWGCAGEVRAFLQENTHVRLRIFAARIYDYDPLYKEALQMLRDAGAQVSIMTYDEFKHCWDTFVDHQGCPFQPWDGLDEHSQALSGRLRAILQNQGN
# APOBEC3G inh = inhibitors of human APOBEC3G DNA deaminase; inhibition, % at 20 µM; recombinant A3G, ssDNA deamination FAM/TAMRA fluorescence; 330,000 compounds, 0.28% hits;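 active = inhibition of at least 40% at 20 µM, with no more than 30% in the related APOBEC3A deaminase screen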;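 note: plate controls were DMSO wells with A3G for no effect and wells lacking A3G enzyme for full effect; some compounds called inactive have numbers as strong as hits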
# MPTP inh = inhibitors of mitochondrial permeability transition pore; isolated mouse mitochondria, Ca2+ swelling absorbance, 30 min; inhibition, % at 10 µM; 360,000 compounds, 1.4% hits;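 active = inhibition of 50% or more, scaled per plate between neutral and stimulator controls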;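 note: 0% = DMSO wells given calcium and 100% = 1 mM EGTA wells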
# Gli-Sufu block = antagonists of Gli-Sufu signaling | Sufu-KO-LIGHT fibroblasts, Gli luciferase reporter luminescence | inhibition, % at 5 µM | 340,000 compounds, 0.74% hits;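 active = inhibition above about 55%, limit read from the data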;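 note: 0% = DMSO-treated cells and 100% = wells with medium but no cells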
# CXCR6 block = inhibitors of human CXCR6 receptor; inhibition, % at 20 µM; CHO-K1 PathHunter CXCR6 beta-arrestin, luminescence; 360,000 compounds, 0.36% hits; AID 602244; in the data active = inhibition above about 34%, passing the limit was not always enough;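 note: antagonist mode with CXCL16 agonist at 10 nM final; 0% = 10 nM CXCL16 with DMSO and 100% = unstimulated wells without agonist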
# Target sequence (O00574 whole entry, looked up): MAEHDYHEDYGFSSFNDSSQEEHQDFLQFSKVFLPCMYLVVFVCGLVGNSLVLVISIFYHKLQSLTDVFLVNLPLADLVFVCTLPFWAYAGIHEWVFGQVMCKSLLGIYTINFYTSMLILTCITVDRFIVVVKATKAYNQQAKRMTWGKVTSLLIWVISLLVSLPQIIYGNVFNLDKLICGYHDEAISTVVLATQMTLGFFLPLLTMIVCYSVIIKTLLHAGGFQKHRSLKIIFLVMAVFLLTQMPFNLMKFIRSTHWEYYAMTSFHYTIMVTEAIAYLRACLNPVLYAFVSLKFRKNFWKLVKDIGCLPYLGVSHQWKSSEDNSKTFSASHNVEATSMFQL
# An asterisk follows results filed as active; . = no result given.
1	COc1ccc([C@H]2/C=C\CN(C(=O)c3ccc(C)cc3)[C@@H](C)C(=O)N2Cc2ccc(F)cc2)cc1
2	COc1ccccc1NC(=O)CS(=O)(=O)c1cn(CC(=O)N(C(C)C)C(C)C)c2ccccc12
3	C=C1C(C(=O)N2CCOCC2)C1C(=O)N1CCOCC1 (centres undefined)
4	COc1ccc(C(=O)Nc2ccc(Cl)cc2C(=O)NCCN2CCOCC2)cc1
5	O=c1c2cc(NC(=S)NC3CC3)ccc2nc2n1CCCCC2
6	O=C(Nc1ccc(Cc2ccncc2)cc1)c1cc([N+](=O)[O-])ccc1N1CCOCC1
7	Cc1ccc2c(c1)C1CC(C)(O2)N(c2cccc(C(=O)NC3CCN(Cc4ccccc4)CC3)c2)C(=O)N1 (centres undefined)
8	O=C(NC1CCCC1)C(c1ccncc1)N(C(=O)Cn1nnc(-c2ccccc2F)n1)c1cccc(F)c1 (centres undefined)
Assay by compound	1	2	3	4	5	6	7	8
CCR6 antag	3	-2	-4	5	4	14	9	5
EBI2 antag	26	3	-1	5	5	9	2	7
GRIN3A LBD mod	8	-2	-1	3	1	-2	-6	-2
A3A deaminase	-1	0	-7	3	-2	4	-5	-5
APOBEC3G inh	-8	-5	-7	-1	-14	-3	-3	-3
MPTP inh	1.5	-0.5	-1.0	-3.9	-0.3	3.0	-1.7	1.9
Gli-Sufu block	10	13	-7	2	7	-7	24	20
CXCR6 block	8	-11	1	0	-4	-8	-2	-16

9	Nn1c(SCC(=O)Nc2ccc3c(c2)OCCO3)nnc(CCC(=O)O)c1=O
10	COc1ccc(NC(=O)C(c2ccc(OC)cc2)N(C)C(=O)CNC(C)=O)cc1 (centres undefined)
11	Nc1nonc1C(=O)OCC(=O)N1CCCCC1
12	CC1(c2ccc(Cl)cc2)NC(=O)N(CC(=O)NCc2ccc(F)cc2)C1=O (centres undefined)
13	CC1CCN(c2cc(N3CCN(C(=O)c4ccc(F)c(F)c4)CC3)c([N+](=O)[O-])cc2F)CC1
14	COc1ccccc1/C=N/NC(=O)c1ccc(CN2C(=O)c3cccc4cccc2c34)cc1
15	CNS(=O)(=O)c1ccc(N2CCCC2=O)c([N+](=O)[O-])c1
16	Cc1ccc(C(=O)/C=C/c2ccc3c(c2)OCCO3)c(O)c1
Assay by compound	9	10	11	12	13	14	15	16
CCR6 antag	-2	-11	-18	9	18	8	11	22
EBI2 antag	-11	1	-20	0	22	10	-12	17
GRIN3A LBD mod	-1	0	-3	1	-1	0	-2	-7
A3A deaminase	74*	1	-2	-3	-3	10	-4	-1
APOBEC3G inh	16	0	-4	-3	-11	2	-3	-1
MPTP inh	-2.3	0.1	-0.8	0.9	12	0.9	-7.6	0.5
Gli-Sufu block	-27	3	3	4	9	-2	-10	-3
CXCR6 block	-2	3	-1	-1	8	-11	-3	6

17	COc1ccc(C)c2sc(NC(=O)C3CC3)nc12
18	N#CC(C(N)=O)=C1CCCCC1
19	Cc1cc(NC(=O)CSc2nnc(Nc3ccccc3F)s2)no1
20	Cc1cccc(NC(=O)CNC(=O)Cc2ccc3c(c2)OCCO3)c1C
21	O=C(O)c1nccnc1C(=O)Nc1ccc(S(=O)(=O)N2CCOCC2)cc1
22	CCOc1ccc(CCNC(=O)c2cccc(S(=O)(=O)N3CCN(C(C)=O)CC3)c2)cc1OCC
23	CCN(C(=O)c1cccc(Br)c1)C1CCS(=O)(=O)C1 (centres undefined)
24	Cc1cc(NC(=O)C(C)SCC(=O)Nc2ccc(SC(F)F)cc2)no1 (centres undefined)
Assay by compound	17	18	19	20	21	22	23	24
CCR6 antag	2	-5	-11	7	3	13	-20	2
EBI2 antag	-4	-14	-7	11	0	-1	3	-7
GRIN3A LBD mod	2	-4	2	-3	3	0	.	1
A3A deaminase	0	-4	1	7	-1	0	-1	1
APOBEC3G inh	0	-4	-10	6	-4	-8	-2	-2
MPTP inh	-0.3	-0.2	2.7	-0.9	0.6	0.6	-0.3	-0.1
Gli-Sufu block	-1	-6	-7	-5	5	10	4	-7
CXCR6 block	-4	-1	-11	-7	-1	-4	-8	6

25	COc1ccccc1N=Nc1[nH]c2ccc(C)cc2c1O
26	COc1ccc(C2(CNC(=O)c3ccco3)CCOCC2)cc1
27	O=C(Nc1c(S(=O)(=O)c2ccc(Cl)cc2)csc1Br)c1ccccc1Cl
28	CCOC(=O)C1CCCN(C(=O)c2ccc(NS(=O)(=O)c3ccc4[nH]c(=O)[nH]c4c3)cc2)C1 (centres undefined)
29	Nc1c(C(=O)N/N=C/c2ccc(OCc3ccccc3)cc2)cnn1-c1ccccc1
30	O=C(O)C1=C[C@@H](c2ccc(Br)cc2)C[C@@H](OCc2ccc(CO)cc2)O1
31	CN(CCO)S(=O)(=O)c1ccc2c(c1)C(=NN)c1cc(S(=O)(=O)N(C)CCO)ccc1-2
32	O=C(CCC(=O)Nc1ccc(Cl)cc1Cl)NNC(=O)[C@@H]1CCCC[C@@H]1C(=O)O
Assay by compound	25	26	27	28	29	30	31	32
CCR6 antag	5	-5	15	-6	5	6	-6	9
EBI2 antag	15	-10	5	-6	-26	5	-9	1
GRIN3A LBD mod	-1	-1	2	0	6	2	-1	-2
A3A deaminase	66*	-3	0	-4	-2	-5	2	.
APOBEC3G inh	6	-5	-4	-4	-9	-9	-4	.
MPTP inh	0.9	-3.7	1.1	-1.0	1.9	0.4	-0.2	-0.6
Gli-Sufu block	-21	6	4	3	-5	-30	4	1
CXCR6 block	19	8	6	3	-2	-3	2	-10

33	CCOc1ccc(-n2c(SCC(=O)N3CCC(C(=O)O)CC3)nc3ccccc3c2=O)cc1
34	CCN(CC)c1ccc(S(=O)(=O)N2CCOCC2)cc1NC(=O)CNCc1ccccc1
35	Oc1ccc(Nc2nc(-c3cccs3)cs2)cc1
36	Cc1ccc([N+](=O)[O-])cc1NC(=O)CSc1nnc(C)n1CC1CCCO1 (centres undefined)
37	CCOC(=O)c1nn(-c2ccc(Cl)cc2)c2nnc(Cc3ccc(C)cc3)c(=O)n12
38	COc1ccc(C(=O)NCCCN=C2NS(=O)(=O)c3ccccc32)cc1
39	COc1ccc(Cl)cc1NC(=O)CN1CCC(NC(=O)C2CC2)CC1
40	COc1ccc(-c2c([C@H]3[C@H]4C=CC[C@@H](C)[C@@H]4C(=O)N3Cc3ccccc3)ccc3ccccc23)cc1OC
Assay by compound	33	34	35	36	37	38	39	40
CCR6 antag	3	14	-5	7	5	-6	13	21
EBI2 antag	-18	8	-15	5	9	-2	2	30
GRIN3A LBD mod	-1	0	-8	-1	13*	-3	-2	-1
A3A deaminase	0	-8	-5	-3	0	0	-6	-1
APOBEC3G inh	-5	-5	-4	-10	0	-2	-5	-7
MPTP inh	-1.7	1.2	0.9	-1.5	-7.1	-1.2	0.1	2.3
Gli-Sufu block	23	6	2	-22	-3	0	-4	15
CXCR6 block	3	8	-19	-3	-12	-3	-3	21

41	CSCC[C@H](NC(=O)c1ccc(OCC2CCCO2)cc1)c1nc2ccccc2[nH]1 (some centres undefined)
42	Cc1ccc(N2C(=O)c3cccc(Oc4ccc(Cl)cc4)c3C2=O)c(C)c1
43	N=c1n(CCCOc2ccccc2Cl)c2ccccc2n1CC(N)=O
44	CCCOc1ccc(C2C(C(=O)c3ccc(C)o3)=C(O)C(=O)N2CCN2CCOCC2)cc1OC (centres undefined)
45	COc1ccc(N2CCN(C(=O)c3cc4c(s3)-c3ccccc3OC4)CC2)cc1
46	COc1ccccc1CNC(=O)c1ccc2nc(N3CCOCC3)sc2c1
47	COC(C(=O)Nc1ccccc1F)c1ccccc1 (centres undefined)
48	CO[C@@]12[C@H](COC(N)=O)C3=C(C(=O)C(C)=C(N)C3=O)N1C[C@@H]1N[C@@H]12
Assay by compound	41	42	43	44	45	46	47	48
CCR6 antag	-3	17	8	0	13	14	5	13
EBI2 antag	-7	20	-11	-10	80*	1	-1	2
GRIN3A LBD mod	-1	0	-2	-2	-1	-1	-1	2
A3A deaminase	1	-3	-1	-1	-2	5	-5	0
APOBEC3G inh	-3	-8	-7	3	-5	1	-8	-1
MPTP inh	-0.7	3.5	-0.2	0.6	-0.2	-0.5	0.5	-3.7
Gli-Sufu block	1	2	-4	8	0	1	-2	13
CXCR6 block	4	7	-3	4	-10	-13	-6	-13

# Eleven structures already listed, ordered by heavy-atom count, rising:
35	Oc1ccc(Nc2nc(-c3cccs3)cs2)cc1
47	COC(C(=O)Nc1ccccc1F)c1ccccc1 (centres undefined)
48	CO[C@@]12[C@H](COC(N)=O)C3=C(C(=O)C(C)=C(N)C3=O)N1C[C@@H]1N[C@@H]12
39	COc1ccc(Cl)cc1NC(=O)CN1CCC(NC(=O)C2CC2)CC1
38	COc1ccc(C(=O)NCCCN=C2NS(=O)(=O)c3ccccc32)cc1
46	COc1ccccc1CNC(=O)c1ccc2nc(N3CCOCC3)sc2c1
45	COc1ccc(N2CCN(C(=O)c3cc4c(s3)-c3ccccc3OC4)CC2)cc1
41	CSCC[C@H](NC(=O)c1ccc(OCC2CCCO2)cc1)c1nc2ccccc2[nH]1 (some centres undefined)
34	CCN(CC)c1ccc(S(=O)(=O)N2CCOCC2)cc1NC(=O)CNCc1ccccc1
44	CCCOc1ccc(C2C(C(=O)c3ccc(C)o3)=C(O)C(=O)N2CCN2CCOCC2)cc1OC (centres undefined)
Assay by compound	35	47	48	39	38	46	45	41	34	44
CCR6 antag	-5	5	13	13	-6	14	13	-3	14	0
EBI2 antag	-15	-1	2	2	-2	1	80*	-7	8	-10
GRIN3A LBD mod	-8	-1	2	-2	-3	-1	-1	-1	0	-2
A3A deaminase	-5	-5	0	-6	0	5	-2	1	-8	-1
APOBEC3G inh	-4	-8	-1	-5	-2	1	-5	-3	-5	3
MPTP inh	0.9	0.5	-3.7	0.1	-1.2	-0.5	-0.2	-0.7	1.2	0.6
Gli-Sufu block	2	-2	13	-4	0	1	0	1	6	8
CXCR6 block	-19	-6	-13	-3	-3	-13	-10	4	8	4

40	COc1ccc(-c2c([C@H]3[C@H]4C=CC[C@@H](C)[C@@H]4C(=O)N3Cc3ccccc3)ccc3ccccc23)cc1OC
Assay by compound	40
CCR6 antag	21
EBI2 antag	30
GRIN3A LBD mod	-1
A3A deaminase	-1
APOBEC3G inh	-7
MPTP inh	2.3
Gli-Sufu block	15
CXCR6 block	21

# Next records.
49	CCCNC(=O)C(Cc1ccc(OC)cc1)NC(=O)c1ccc(C#N)cc1 (centres undefined)
50	Cc1ccccc1C(=O)NNc1ccc([N+](=O)[O-])cc1
51	CCOc1ccc(N2CC(C(=O)NCc3ccc(C)n3C)CC2=O)cc1 (centres undefined)
52	O=C(/C=C/c1ccc(Cl)cc1Cl)NCCSc1ccccc1
53	Cc1c(N=Cc2ccc(O)c(Br)c2)cccc1[N+](=O)[O-]
54	CN(Cc1ccc(Cl)c(Cl)c1)C(=O)c1ccccc1SCC(=O)N1CCCC1
Assay by compound	49	50	51	52	53	54
CCR6 antag	9	4	-4	5	-16	17
EBI2 antag	-8	0	-2	25	-3	-1
GRIN3A LBD mod	1	2	0	7	-8	-2
A3A deaminase	-5	-3	-5	-3	1	1
APOBEC3G inh	-14	-9	-7	-9	2	-1
MPTP inh	1.7	0.6	0.4	96*	2.5	-0.5
Gli-Sufu block	3	8	5	-3	8	8
CXCR6 block	0	7	-3	-7	8	3
